Bioassay records: PubChem, several laboratories
AddAB inh: less growth of phage-infected E. coli with AddAB | AID 435030 | E. coli expressing H. pylori AddAB, absorbance growth | 330,000 compounds, 0.29% hits | inhibition, % at 11.9 µM; in the data active means inhibition above about 12%;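 further: 0% = vehicle wells of infected cells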
OPRM1-OPRD1 ag: agonists of human mu-delta opioid receptor heterodimerization. P35372+P41143. cells, OPRM1-OPRD1 heterodimerization, luminescence. activation, % at 9.3 µM. 340,000 compounds, 0.3% hits. AID 504326; in the data active means activation above about 18%;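 further: 0% = vehicle-treated cells and 100% = reference agonist; values of inactives mirror those of a sister screen read the other way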
Target sequence (P35372 whole entry, looked up): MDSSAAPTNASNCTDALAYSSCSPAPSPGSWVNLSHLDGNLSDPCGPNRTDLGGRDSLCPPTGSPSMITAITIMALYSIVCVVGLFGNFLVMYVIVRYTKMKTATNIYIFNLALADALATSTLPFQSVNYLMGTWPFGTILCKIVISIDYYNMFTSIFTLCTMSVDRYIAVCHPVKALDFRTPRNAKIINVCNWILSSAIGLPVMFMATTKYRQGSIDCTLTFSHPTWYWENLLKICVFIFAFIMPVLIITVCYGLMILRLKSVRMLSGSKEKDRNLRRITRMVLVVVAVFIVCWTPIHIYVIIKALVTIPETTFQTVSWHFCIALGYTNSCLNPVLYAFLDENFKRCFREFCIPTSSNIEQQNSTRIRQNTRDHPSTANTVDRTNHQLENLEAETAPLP
Target sequence (P41143 whole entry, looked up): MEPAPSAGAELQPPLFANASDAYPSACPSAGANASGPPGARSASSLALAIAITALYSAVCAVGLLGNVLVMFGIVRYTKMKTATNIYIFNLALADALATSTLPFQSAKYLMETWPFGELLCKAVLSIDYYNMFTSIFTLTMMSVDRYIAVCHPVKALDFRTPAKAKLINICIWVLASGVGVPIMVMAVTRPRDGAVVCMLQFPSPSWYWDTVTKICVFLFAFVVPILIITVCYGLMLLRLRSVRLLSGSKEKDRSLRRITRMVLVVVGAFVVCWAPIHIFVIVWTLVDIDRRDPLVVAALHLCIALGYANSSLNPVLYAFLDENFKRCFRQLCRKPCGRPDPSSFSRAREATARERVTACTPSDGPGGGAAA
Arr AP2 block: inhibitors of human beta-arrestin and AP2 interaction; FITC-arrestin peptide / GST-AP2 beads, flow cytometry; AP2 beta2 appendage carries R879A mutation; inhibition, % at 10 µM; 340,000 compounds, 0.31% hits; AID 504490;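 active means inhibition above a set limit, near 3 SD of compounds lacking own fluorescence, cut at about 54% in these data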;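 further: plate controls were DMSO wells for no effect and 5 µM unlabelled arrestin peptide for full effect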
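Assay system: GST-AP2 R879A bound to glutathione beads, E. coli-expressed; Medium: PBS with 0.05% Tween 20 and 0.1% BSA; Also added: fluorescein-tagged arrestin peptide at 50 nM final; Timing: 12 min plus 1 h, RT; Measured by: flow cytometry, FL1 (488/535 nm); Evaluation: percent drop in bead-associated FITC signal.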
Pemphigus Ab inh: inhibitors of pemphigus antibody binding to human desmoglein-3; P32926; DSG3-coupled beads, scFv-anti-DSG3-GFP binding, flow cytometry; hits give low values; binding (percent of control), % at 10 µM; 310,000 compounds, 0.48% hits; AID 588358;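 active means binding more than 3 SD below its plate's average and above zero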;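 further: hits lower antibody fragment binding to DSG3; some compounds called inactive have numbers as strong as hits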
Tat export inh: blocks Tat-dependent protein export in E. coli; E. coli MC4100 TorA-mCherry Tat export, fluorescence; inhibition, % at 10 µM; 340,000 compounds, 0.036% hits;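 active means mean replicate inhibition at least 50% and at least half of replicates individually reaching 50%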;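 further: exported cargo escapes ClpAP degradation while cytoplasmic cargo is degraded and loses fluorescence; 0% = median of neutral control wells and 100% = median of NaSCN control wells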
PfHsp90 yeast 2: growth inhibition of yeast expressing Plasmodium Hsp90; 310,000 compounds, 0.32% hits; S. cerevisiae expressing PfHsp90, BacTiter-Glo ATP, 48 h; yeast lacking PDR1 and PDR3 efflux regulators; AID 504621; inhibition, % at 9.4 µM;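 active means every replicate shows inhibition above about 80%, whatever the replicate mean, limit read from the data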;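 further: 0% = DMSO neutral controls and 100% = 20 µM radicicol positive controls; yeast relying on Plasmodium falciparum Hsp90 in place of its own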
Mot1-301 SUMO: SUMOylation pathway inhibition by Mot1-301 growth rescue. S. cerevisiae Mot1-301 growth rescue, ATP luminescence, 38.5C; percent above DMSO median, 100 means doubled. growth rescue, % at 18.8 µM. 320,000 compounds, 1% hits. AID 2716;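 active means every valid replicate shows activation above 250% relative to neutral control wells; inactive means the rest, any valid replicate at or below 250%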;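 further: OY570 slx delta 5 strain wells were the positive control but not used for scaling; some compounds called inactive have numbers as strong as hits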
OPRM1-OPRD1 inv: inverse agonist of human OPRM1-OPRD1 heterodimerization. inhibition, % at 9.3 µM. AID 504357. P35372+P41143. 340,000 compounds, 0.21% hits. cell-based MOR-DOR heterodimer luminescence, inverse agonism; in the data active means inhibition above about 22%, passing the limit was not always enough;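 further: 0% = cells with DMSO and 100% = wells without cells with DMSO; values of inactives mirror those of a sister screen read the other way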
PKA-R1A act: activates the PKA-R1A holoenzyme complex | P00514+P68181 | PKA-R1A dissociation, Cy5-IP20 fluorescence polarization; scaled: DMSO 0%, 113 µM cGMP 100% | activation, % at 11.4 µM | 340,000 compounds, 0.083% hits;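 active means percent activation above the mean of all tested compounds plus 3 SD, cut at about 19% in these data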;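 further: higher means more PKAc released from R1A so a rise in polarization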
phage Ecoli inh: E. coli growth loss with phage present | 360,000 compounds, 0.26% hits | growth absorbance | inhibition, % at 11.9 µM; in the data active means inhibition above about 11%
Ecoli viability: counter-screen for AddAB inhibitors: E. coli growth inhibition; E. coli V3065 growth, OD600 absorbance, 18 h; inhibition, % at 11.9 µM; 330,000 compounds, 0.27% hits; AID 449728;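 active means inhibition above the campaign's mean inhibition across all tested compounds plus 3 SD, cut at about 9.9% in these data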;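 further: uninfected addAB+ strain grown without phage in ampicillin broth; 0% = DMSO wells and 100% = ciprofloxacin 0.95 µg/ml wells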
Active calls of the source: *; nt = not tested or not shown.

SMILES | AddAB inh | OPRM1-OPRD1 ag | Arr AP2 block | Pemphigus Ab inh | Tat export inh | PfHsp90 yeast 2 | Mot1-301 SUMO | OPRM1-OPRD1 inv | PKA-R1A act | phage Ecoli inh | Ecoli viability
Cc1cccc(/C=N/Nc2cc(N3CCOCC3)nc(N3CCOCC3)n2)c1 | 3.6 | 4.8 | 10 | 116 | 2 | 11 | 12 | -25 | 2 | 0.5 | 0.9
CC(=O)c1ccc(OCCCCOc2ccc(C(C)=O)cc2)cc1 | 3.5 | -1.8 | 10 | 100 | 10 | -9 | 32 | 10 | -2 | 2.9 | 1.0
Cc1ccc(OCC(=O)N/N=C\c2ccc(C)o2)c([N+](=O)[O-])c1 | nt | -0.3 | -1 | 161 | 2 | 0 | nt | 2 | -15 | 1.6 | nt
Clc1ccc(/C=N/c2c(-c3ccco3)nc3ccccn23)cc1 | 0.4 | 2.5 | -4 | 99 | -11 | 25 | 163 | -15 | 1 | 1.8 | -1.2
COc1ccc(CN2C(=O)CS(=O)CC2=O)cc1OC | -0.7 | 1.2 | 5 | 101 | -14 | 2 | 26 | -6 | -16 | 2.3 | -2.7
COc1ccc(C2=NS(=O)(=O)N(C)C(C(=O)NC(C)c3ccccc3)=C2)cc1 (stereo not drawn) | -1.7 | -1.1 | 0 | 95 | 2 | 28 | 0 | 7 | 2 | 1.6 | -1.3
CNC(=S)N(Cc1cccs1)Cc1cc2cc(OC)c(OC)cc2[nH]c1=O | 2.9 | -3.6 | -11 | 105 | 1 | 12 | -22 | 16 | -4 | 3.9 | -1.2
CCNC(=S)NNC(=O)c1csc2ccccc12 | 0.8 | -3.1 | -4 | 98 | 16 | 14 | -15 | 16 | -2 | 4.9 | -0.3
CCOC(=O)N1CCN(C(=O)CSCC(=O)Nc2nc(-c3ccc(Cl)s3)cs2)CC1 | 1.5 | 2.2 | 7 | 125 | 4 | -20 | 7 | -12 | -6 | -1.0 | -1.0
CC(C)[C@H](NC(=O)c1ccccc1Cl)C(=O)OCC(=O)NC(=O)NC1CCCC1 | 0.8 | -1.0 | -8 | nt | 2 | -16 | 7 | 5 | -1 | 1.7 | 1.9
C=CCC[C@H](Cc1ccc(F)cc1)C(=O)OC[C@@H](Cc1c[nH]c2ccccc12)NC(=O)[C@@H](CC=C)CC(=O)N(CCO)Cc1ccccc1 | 0.9 | 9.4 | 8 | 103 | -4 | 13 | -32 | -55 | -17 | -0.2 | -2.4
O=C(CSC1=NCCS1)N1CCN(c2ccc(Cl)cc2)CC1 | 2.6 | -0.2 | 2 | 102 | 2 | 9 | -7 | 1 | 10 | 1.4 | -1.3
CCCS(=O)(=O)N1CCCC(C(=O)NCCc2cccc(C)c2)C1 (stereo not drawn) | 1.3 | -3.0 | -4 | 101 | 1 | -12 | 19 | 14 | -4 | 0.0 | -0.9
CCOC(=O)c1ccc(NC(=O)C2CCCO2)cc1 (stereo not drawn) | 0.3 | -1.2 | -2 | nt | 0 | -5 | 9 | 7 | -6 | 0.3 | -2.6
Cn1c(N)c(C(=O)COC(=O)COc2ccccc2C#N)c(=O)n(C)c1=O | -4.5 | -0.1 | 9 | 106 | 0 | -12 | nt | 0 | -1 | 3.9 | -0.1
CCCCN1CNC(=S)N(c2ccc(C(=O)OCC)cc2)C1 | -0.7 | -2.0 | 30 | 98 | 1 | 5 | 0 | 12 | -1 | 2.7 | -2.0
O=C(Cn1cnc([N+](=O)[O-])c1)Nc1cc(Oc2ccc(Cl)cc2Cl)cc([N+](=O)[O-])c1 | 3.2 | 4.5 | 0 | 106 | 6 | 3 | nt | -26 | -7 | -1.6 | 1.6
N#Cc1cnn2c(N)c(-c3ccc(Cl)cc3)cnc12 | 2.7 | -0.6 | -2 | 105 | 7 | 16 | 8 | 3 | -10 | 4.9 | -0.6
CN(C(=O)COC(=O)CNC(=O)c1sc2ccccc2c1Cl)c1ccccc1 | -1.4 | -1.6 | -2 | 93 | 0 | -7 | -2 | 10 | -5 | -1.5 | -2.5
CSc1ccc(C#N)cc1NC(=O)c1ccccc1 | 1.2 | -1.3 | 26 | 100 | -4 | 9 | 8 | 7 | 4 | 3.8 | -1.5
CCCCc1cc(=O)oc2cc(C)cc(OC(C)C(=O)NCc3ccccn3)c12 (stereo not drawn) | 0.4 | -1.4 | 0 | 85 | 2 | -39 | 7 | 7 | -4 | 0.2 | 1.8
Cc1ccc(S(=O)(=O)N2CCN(C(=O)CCCOc3ccc(Cl)cc3C)CC2)cc1 | 2.4 | 4.8 | 4 | 102 | 19 | -2 | 7 | -31 | -6 | 1.2 | 0.9
Cc1cccc(NC(=O)CNC(=O)CN2CCN(C)CC2)c1C | 3.9 | -1.9 | 17 | 95 | -5 | nt | 0 | 8 | 6 | 1.6 | -0.3
Cc1ccc(C)c(N2CCN(S(=O)(=O)c3ccc4c(c3)NC(=O)CC(=O)N4)CC2)c1 | -2.2 | -1.1 | -3 | 94 | -1 | -9 | 11 | 7 | -2 | 1.8 | -3.4
Cn1c(=O)c2c(nc(CN3CCC(C(N)=O)CC3)n2Cc2c(F)cccc2Cl)n(C)c1=O | -0.8 | -1.5 | 27 | 96 | -6 | nt | 0 | 8 | 4 | 3.5 | -4.4
O=C(NCc1ccccc1)c1ccc(N2CCC3(CC2)CC(c2ccccc2)=NO3)c([N+](=O)[O-])c1 | 2.4 | -2.4 | -1 | nt | -2 | 10 | 10 | 13 | 12 | -0.5 | 1.4
Cn1c(N)c(Sc2ccc([N+](=O)[O-])cc2)c(=O)n(C)c1=O | 5.2 | -1.4 | 7 | 97 | -3 | -13 | -2 | 8 | -7 | 0.1 | 0.8
CC1=NNC(=O)/C1=C\c1cn(-c2ccccc2)nc1-c1ccc(Cl)cc1 | 1.0 | 5.1 | 26 | 98 | -3 | 0 | -1 | -27 | -14 | 5.2 | -0.7
COc1cc(NC(=O)c2cc([N+](=O)[O-])ccc2NC(=O)CNCc2ccccn2)cc(OC)c1 | 2.9 | -2.3 | -1 | 102 | -1 | -19 | -2 | 12 | 8 | -0.6 | -0.9
CCCCc1ccc(S(=O)(=O)N2CCC3(CC2)OCCO3)cc1 | -0.9 | 1.9 | 0 | nt | 2 | -3 | 72 | -10 | 1 | 0.6 | -1.6
O=C1NC(=NCc2ccccc2)S/C1=C\c1ccccc1 | 4.9 | -2.8 | 16 | 121 | 12 | 15 | 6 | 15 | -12 | 2.5 | 0.6
Cc1cc(Br)cc(C)c1OCCCCN(C)C | -0.2 | 0.4 | 1 | 107 | 2 | nt | -3 | -2 | -1 | -3.0 | 0.4
COc1ccc(CCNS(=O)(=O)c2ccc(N3CCCC3=O)cc2)cc1 | 6.0 | 0.0 | -2 | 108 | -4 | -15 | -18 | 0 | -9 | 2.0 | -0.1
COc1ccc(-c2nc3n(n2)C(c2cccnc2)C(C(N)=O)=C(C)N3)cc1 (stereo not drawn) | -0.8 | -3.0 | -5 | 97 | 1 | -25 | 9 | 17 | -2 | 3.1 | -0.4
COC(=O)c1c(C)nn(-c2ccc(F)c(Cl)c2)c1-c1cc(C)on1 | -1.3 | -1.8 | -9 | 108 | 9 | -5 | 2 | 9 | -13 | 3.8 | 0.4
O=C(NCc1cccnc1)c1cc(S(=O)(=O)N2CCCC2)c(Cl)cc1Cl | nt | -1.1 | 0 | nt | -2 | 26 | nt | 7 | -6 | 1.4 | nt
O=C(OCC#CCSc1nnc(-c2cccc3ccccc23)o1)c1cccc2[nH]ccc12 | 2.5 | 1.9 | -6 | 103 | 1 | -10 | 4 | -11 | 2 | 1.0 | 3.0
O=C(N/N=C/c1ccccc1Br)c1ccc(CSc2cccc3cccnc23)cc1 | 0.8 | -1.2 | -7 | 104 | 3 | nt | 168 | 6 | -1 | 2.0 | 0.9
Cc1cc(C)n(-c2ccc(C(=O)Nc3cc(S(=O)(=O)N(C)C)ccc3Cl)cc2)n1 | 1.7 | -1.9 | 1 | nt | 5 | 11 | 105 | 9 | 6 | -1.3 | 1.2
C[C@H](NC(=O)NCCc1ccccc1)C(=O)O | 0.9 | -0.4 | 0 | 102 | 1 | 4 | 10 | 2 | 4 | 1.0 | 3.1
COc1ccc(CNC(=O)COC(=O)c2c(NC(C)=O)sc(C)c2C)cc1 | 0.8 | -0.1 | -4 | 100 | 9 | -7 | 3 | 0 | 1 | 1.9 | -0.5
CC(=O)Nc1ccc(S(=O)(=O)NC(CC(=O)NCCC2=CCCCC2)C(C)C)cc1 (stereo not drawn) | 2.1 | -2.1 | 1 | 106 | 5 | -4 | -2 | 9 | 0 | 0.7 | -1.6
Nc1cc(-c2ccco2)no1 | -0.2 | -2.6 | 6 | 102 | -8 | -11 | -9 | 16 | -1 | 4.0 | -1.7
Cn1c(N2CCOCC2)cc(=O)n(C)c1=O | 1.4 | -1.2 | 15 | 114 | -5 | nt | -4 | 6 | -6 | 2.3 | 1.7
COc1ccc(CNCc2c(F)cccc2F)cc1OC | nt | 0.0 | -3 | 109 | 4 | 6 | -17 | 0 | -1 | 0.2 | nt
CC(C)(C)c1ccc(NC(=O)CON=C(N)c2ccccc2)cc1 | nt | 2.2 | -2 | 101 | 4 | -2 | nt | -12 | 0 | 2.9 | nt
COc1cc(NC(=O)CN2CCN(c3ccccc3F)CC2)c(C)cc1[N+](=O)[O-] | -0.3 | -1.4 | 1 | 107 | -1 | -16 | 0 | 6 | 6 | 3.9 | 2.6
O=C1NC2(CCCCCC2)C(=O)N1CCS(=O)(=O)Oc1ccccc1 | 2.2 | -2.6 | 7 | 106 | -13 | 31 | -5 | 13 | -6 | 5.6 | -3.0
O=C(CNc1cccc2ccccc12)c1ccc([N+](=O)[O-])cc1 | 1.9 | 4.8 | -1 | 101 | -4 | -17 | 25 | -25 | 17 | 1.6 | 1.4
CCOC(=O)c1ccccc1NC(=O)COC(=O)CCC(=O)c1ccccc1 | 3.0 | 2.3 | 23 | 100 | 6 | 8 | -4 | -12 | -9 | 1.5 | 1.8
COc1ccc(CCNC(C)C(=O)Nc2ccc(S(N)(=O)=O)cc2)cc1 (stereo not drawn) | -0.9 | -1.2 | -19 | 98 | -2 | 13 | 5 | 7 | 4 | 1.4 | 0.9

Some of these compounds in order of their number in Arr AP2 block, rising.
SMILES | AddAB inh | OPRM1-OPRD1 ag | Arr AP2 block | Pemphigus Ab inh | Tat export inh | Mot1-301 SUMO | OPRM1-OPRD1 inv | PKA-R1A act | phage Ecoli inh
COc1ccc(CNC(=O)COC(=O)c2c(NC(C)=O)sc(C)c2C)cc1 | 0.8 | -0.1 | -4 | 100 | 9 | 3 | 0 | 1 | 1.9
O=C1NC2(CCCCCC2)C(=O)N1CCS(=O)(=O)Oc1ccccc1 | 2.2 | -2.6 | 7 | 106 | -13 | -5 | 13 | -6 | 5.6
CCOC(=O)c1ccccc1NC(=O)COC(=O)CCC(=O)c1ccccc1 | 3.0 | 2.3 | 23 | 100 | 6 | -4 | -12 | -9 | 1.5
